Assay outcomes from PubChem BioAssay.
ARNT TACC3 PPI – disruptors of human ARNT/TACC3 interaction | AID 623870 | inhibition, % at 9.99 µM | 0.66% of 390,000 active | Q9Y6A5 | AlphaScreen His-ARNT PAS-B/GST-TACC3 binding, luminescence; TACC3 fragment carries E629A point mutation;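 active means mean inhibition of replicates at least 50% and at least half of replicates each reaching 50%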;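 further: 0% = complete ARNT plus TACC3 wells and 100% = ARNT alone without TACC3; many hits fall short of the cut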
GSIS activator – GLuc luminescence reporter in INS-1E cells, primary screen for activators of glucose-dependent secretion of insulin | INS-1E GLuc reporter insulin secretion, 2-3 h | activation, % at 16.6 µM | 0.61% of 370,000 active;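 active means lowest replicate activation of at least 40%, so every replicate reaches that level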;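 further: 0% = median of neutral control wells and 100% = median of IBMX positive control wells; some compounds called inactive have numbers as strong as hits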
The depositor's hits bear a star. Some of the compounds tested, so the mix of outcomes need not match the whole.

SMILES	ARNT TACC3 PPI	GSIS activator
O=C(c1cc(-c2ccncc2)nc2ccccc12)N1CCN(c2ccc(N3CCOCC3)nn2)CC1	-3	8
COCCCN(Cc1ccccn1)S(=O)(=O)Cc1ccccc1	-1	12
COc1ccccc1/C=C/C=N/N1CCN(c2ccccn2)CC1	5	-17
COc1ccc(-c2noc(CCC(=O)NCCCN3CCC(C)CC3)n2)cc1	-21	12
O=C(/C=C/c1ccc([N+](=O)[O-])cc1)NCCSc1ccccc1	8	-34
COc1cc(-c2ccc(NC(=O)c3ccc(C)cc3)c(OC)c2)ccc1NC(=O)c1ccc(C)cc1	-1	-13
COc1ccc(CN2CCN(C(=O)CC(C)C)CC2)cc1OC	-5	4
Cc1ccccc1-n1nc(C)c2cc(C(=O)N3CCN(S(=O)(=O)c4ccccc4)CC3)sc21	0	-11
CCCc1cc(-c2nc(-c3ccc(Cl)cc3)cs2)ccn1	-10	1
Cc1ccc(N2CC(C(=O)N3CCN(C(=O)c4ccco4)CC3)CC2=O)cc1 (stereo not drawn)	-9	5
COc1ccc(C(=O)Nc2ccc(S(=O)(=O)NC(C)=O)cc2)cc1	-3	29
Cc1cccc(NC(=O)N(Cc2cc3cc(C)cc(C)c3[nH]c2=O)CC2COCCO2)c1 (stereo not drawn)	-7	-20
Cc1cccc(-n2c(SCC(=O)NCc3ccco3)nnc2-c2ccco2)c1	-6	-4
CCN(CC)S(=O)(=O)c1ccc2oc(C(=O)Nc3ccc(OC)cc3OC)c(C)c2c1	-3	-23
Fc1ccc(C2=Nn3c(Cc4ccccc4)nnc3SC2)cc1	-5	20
Nc1c(C(=O)N2CCCCC2)sc(=S)n1-c1ccccc1	6	-8
CCOC(=O)c1c(C)[nH]c(C(=O)CSc2nnc(-c3ccncc3)n2CC)c1C	1	-18
NC1=NC(=O)/C(=C/c2cccs2)S1	7	12
COc1ccc(CNC(=O)CN(C(=O)CCC(=O)Nc2ccccn2)c2ccccc2OC)cc1	2	9
Cc1ccc(C)c(NC(=O)CSc2nc(C)cc(C)c2C#N)c1	-18	31
CSc1ccccc1C(=O)NC1CCCCCC1	5	1
CSc1nc(N2CCOCC2)c2c(c1C#N)CCCCC2	-9	-13
CC(=O)c1c(C(C)=O)c(C)n(Cc2ccccc2)c1C	-2	12
COCCn1nnnc1C(c1ccccc1OC)N1CCc2ccccc2C1 (stereo not drawn)	1	8
CC1CN(CCC(=O)Nc2ccc3c(c2)OCO3)CC(C)O1 (stereo not drawn)	-7	-8
CC1(C)Cc2c(c(N3CCOCC3)nc3sc4c(NCc5ccccc5)nnnc4c23)CS1	-4	25
Cc1ccc(-c2nn3c(C)nnc3s2)cc1NC(=O)c1ccc(-c2ccc(Cl)cc2Cl)o1	-7	97
CCOC(=O)CSc1nnc(CNC(=O)c2cc(OCC)c(OCC)c(OCC)c2)n1C	3	2
CCC(C)(C(=O)NC1CCCCC1)N(C(=O)Cc1cccs1)c1ccccc1 (stereo not drawn)	-2	4
CC1Cc2cc(/C(O)=C3/C(=O)C(=O)N(CCCN(C)C)C3c3ccncc3)ccc2O1 (stereo not drawn)	-8	26
Cc1ccn2c(-c3n[nH]c(=S)n3Cc3ccccc3)c(C)nc2c1	2	9
Brc1c(CSc2nncn2-c2ccccc2)nc2sccn12	-4	23
CC(C)CCN1C(=O)c2ccc(C(=O)OCn3nnc4ccccc4c3=O)cc2C1=O	17	-31
COc1ccc2c(c1)N1CCN=C1N2C	-2	19
Cc1cc(/C=N/NC(=O)CC2(C)OCCO2)c(C)n1-c1cc(Cl)cc(Cl)c1	1	-11
Cc1ccc(-n2nnnc2Sc2nc([N+](=O)[O-])nn2C)cc1C	-3	34
COc1ccc(NC2(c3ccc(Cl)cc3)C(=O)c3ccccc3C2=O)cc1	11	10
COc1ccc(C(CC(=O)O)NC(=O)Cc2ccccc2)cc1 (stereo not drawn)	-5	11
CCCC(=O)NCCCc1nc2ccccc2n1CCC	-10	16
CCOc1cc(C(=O)NC(C)c2ccncc2)cc(OCC)c1OCC (stereo not drawn)	-5	2

Whole records as entered above. Order of values: ARNT TACC3 PPI	GSIS activator
`Brc1c(CSc2nncn2-c2ccccc2)nc2sccn12` in the list: -4	23
`CC(C)CCN1C(=O)c2ccc(C(=O)OCn3nnc4ccccc4c3=O)cc2C1=O` in the list: 17	-31
`Cc1ccc(C)c(NC(=O)CSc2nc(C)cc(C)c2C#N)c1` in the list: -18	31
`Cc1ccc(-n2nnnc2Sc2nc([N+](=O)[O-])nn2C)cc1C` in the list: -3	34

Later entries
SMILES	ARNT TACC3 PPI	GSIS activator
CCOC(=O)N1CCC(NC(=O)c2cc(C)c3c(C)nn(-c4ccccc4)c3n2)CC1	-2	-7
O=C1NC2(CCCCC2)N=C1c1ccc(F)cc1	9	-10
CN(C)CCNc1oc(COc2cccc(Cl)c2)nc1C#N	2	5
O=C(NCCC1=CCCCC1)C1CCCN(S(=O)(=O)c2ccccc2)C1 (stereo not drawn)	-1	-16
CCn1c(-c2ccoc2C)n[nH]c1=S	3	9
Cc1sc(NC(=O)Cc2ccc3c(c2)OCO3)nc1-c1ccc2c(c1)CCN2C(=O)c1ccc(F)cc1	-6	-18
C#CC(CC)(CC)NC(=O)c1c(C)noc1C	-6	14
CCOC(=O)c1ccc(NC(=S)NCCCN2CCCCC2)cc1	8	68
CN(C)C(=O)c1cn(N(C)c2ncc(C(F)(F)F)cc2Cl)c(=O)c2ccccc12	4	10
c1ccc(-c2ccccc2OCCN2CCCCC2)cc1	1	53*
Cc1ccc(C)c(NS(=O)(=O)c2cc(C(=O)NCc3ccco3)ccc2C)c1	-13	-11
Cc1ccc(-c2ccc(/C=N/c3ncn[nH]3)o2)cc1Cl	2	-36
O=C1c2ccccc2NC(c2cccnc2)N1c1ccccc1F (stereo not drawn)	-8	10
CCOc1ccccc1N(CC(=O)NC(C)(C)C)C(=O)c1ccc(CN2CCOCC2)o1	-1	-8
c1ccc(CCN2CN=C(Nc3nc4ccccc4o3)NC2)cc1	-1	-24
CS(=O)(=O)N(CC(=O)NC1CCCCCC1)Cc1ccc(Cl)cc1	2	-13
CCN1CCCC1CNC(=O)c1cc2c(C)nc3ccccc3c2o1 (stereo not drawn)	3	-8
O=C(c1ccco1)N1CCN(C(c2ccc(Cl)cc2)c2nnnn2CC2CCCO2)CC1 (stereo not drawn)	-8	3
Cc1ccc2nc(-c3ccc(Br)o3)oc(=O)c2c1	2	-9
O=C(CSC1=NC(=O)C(Cc2ccccc2)C(=O)N1)NC1CCCCC1 (stereo not drawn)	-2	28
CCOC(=O)Cc1csc(NS(=O)(=O)c2ccc(F)cc2)n1	0	9
CS(=O)(=O)N1CCN(C(=O)Cc2cccs2)CC1	7	0
O=C(N/N=C/c1cccc(Br)c1)c1ccc(Cn2cc(Br)cn2)o1	-4	-26
Cc1ccccc1CN(c1ccc(C(=O)Nc2ccccc2C(=O)NCc2ccco2)cc1)S(C)(=O)=O	2	-23
CC(C)OCC(O)CSc1ccccn1 (stereo not drawn)	-4	2
CCOC(=O)C1=C(C)N=C2SC(C(=O)OC)=CC(=O)N2C1c1cccc(OC)c1 (stereo not drawn)	-1	-5
Cc1ccc2nc(SCC(=O)O)nc(C)c2c1	19	3
Cc1nc2ncnn2c(N2CCCC(C(=O)Nc3ccc4c(c3)CCC4)C2)c1C (stereo not drawn)	-5	-30
CCn1c(SCC(=O)C(C)(C)C)nnc1-c1cnccn1	-24	10
CC/C(=N\NC(=O)c1c(-c2ccccc2)noc1C)c1ccc(C)o1	1	16
COc1ccc(/C=C2\SC(=O)N(CCNC(=O)C3CC(=O)N(c4ccccc4)C3)C2=O)cc1 (stereo not drawn)	8	1
O=C1NC(c2ccc3c(c2)OCO3)Nc2ccccc21 (stereo not drawn)	-1	55
COc1ccc(CNC(=O)c2ccc3nccnc3c2)cc1	-1	5
COCCn1nnnc1C(c1cc2cccc(C)c2[nH]c1=O)N1CCN(c2ccccc2F)CC1 (stereo not drawn)	4	-2
CCOC(=O)/C=c1\s/c(=C\c2ccc3c(c2)OCCO3)c(=O)n1CC(=O)NCC1CCCO1 (stereo not drawn)	-3	-7
O=C(NCc1ccc2c(c1)OCO2)c1ccc(=O)[nH]c1	-4	8
COC(=O)C1=C(C(=O)OC)SC(=C2C(=S)C(C)(C)N(C(=O)C(C)C)c3ccccc32)S1	20	-51
CCOC(=O)N1CCC(N2CCN(S(=O)(=O)c3ccc4ccccc4c3)CC2)CC1	-2	-7
O=C(Nc1c(F)cc(F)cc1Br)C1CCCO1 (stereo not drawn)	4	2
COc1ccc2oc3cc(C)[n+]([O-])c(-c4ccc(Br)cc4)c3c2c1	1	3

Structural class: the entries above with a cyano group (three)
SMILES	ARNT TACC3 PPI	GSIS activator
Cc1ccc(C)c(NC(=O)CSc2nc(C)cc(C)c2C#N)c1	-18	31
CSc1nc(N2CCOCC2)c2c(c1C#N)CCCCC2	-9	-13
CN(C)CCNc1oc(COc2cccc(Cl)c2)nc1C#N	2	5

Additional entries follow.
SMILES	ARNT TACC3 PPI	GSIS activator
CC(=O)Nc1cccc(NC(=O)C2CCCN2C(=O)Nc2ccc(C)cc2)c1 (stereo not drawn)	-10	13
COc1cccc(C(=O)NC2=NCCS2)c1OC	3	-23
CCCCCn1c(SCC2CCCO2)nc2cc(C(=O)N3CCC(C(N)=O)CC3)ccc2c1=O (stereo not drawn)	7	-18
COc1cc(NC(=O)Cc2nn(C)c(=O)c3ccccc23)cc(OC)c1	1	-29
COC(=O)c1cccc(NC(=O)CSc2nnnn2C)c1	-25	6
CCOc1cc(CNCc2ccncc2)cc(Br)c1OCc1ccccc1F	-1	-21
COc1ccccc1N1CCN(C(=O)CSc2nc(-c3ccccc3)cc(=O)[nH]2)CC1	-16	-5
CC1=CC(C)(C)N=C(Nc2ccc(C)cc2)S1	4	-12
CC1(c2ccc(Cl)cc2)NC(=O)N(CC(=O)N2CCCC2)C1=O (stereo not drawn)	-2	4
COc1ccccc1NC(=O)c1nn(C)cc1Br	-1	11
Cc1ccc2c(Cl)cc(Cl)c(OCc3c(C)noc3C)c2n1	-5	0
C=CCOc1ccc(C2C(C#N)=C(N)N(Nc3ccccc3)C3=C2C(=O)CC(C)(C)C3)cc1OC (stereo not drawn)	-8	-20
Cc1ccc(NC(=O)CSc2ncnc3ccccc23)cc1S(=O)(=O)N1CCCCC1	-1	-25
COC(=O)c1nc(C(=O)OC)c(C(=O)OC)nc1C(=O)OC	-30	12
O=C1Nc2ccccc2SC(c2ccccc2)C1O (stereo not drawn)	-14	34
O=C(NCc1ccco1)c1ccc2ccccc2c1	0	-9
C/C(=N\NC(=O)C1CC1)c1cccnc1	-15	23
CCC1(C)Cc2c(sc3nnn(CC(=O)Nc4cccc5ccccc45)c(=O)c23)CO1 (stereo not drawn)	-35	-42
Cc1noc(C)c1COC(=O)c1cc(=O)[nH]c2ccccc12	2	46
CC(=O)NCCc1cc2cc(C)c(C)cc2[nH]c1=O	-1	-9
Nc1cc(N)nc(SCC(=O)N2CCN(C(=O)c3ccco3)CC2)n1	34	10
COCCn1ccc(O)c(Cc2ccc(Cl)cc2)c1=O	-1	27
CC1(C)Cc2c(c(-c3ccco3)nc3n[nH]c(N)c23)CO1	0	56*
Cn1c(C(=O)NCc2ccccn2)cc2c(=O)n3ccccc3nc21	-4	20
COc1ccc(-n2cnc3c(cnn3CCC#N)c2=N)cc1	-2	31
CCC1CCCCN1CCCn1c(=S)[nH]c2ccccc2c1=O (stereo not drawn)	6	-3
CCc1ccc(OCc2ccc(C(=O)NCc3ccccn3)o2)cc1	4	-11
Oc1ccccc1C=NC(c1ccccc1)C(O)c1ccccc1 (stereo not drawn)	-1	-10
CC1CCCC(C)N1C(=O)CSc1nc2ncnc(N)c2[nH]1 (stereo not drawn)	7	20
CCOP(=O)(OCC)C(NCc1ccccc1)c1ccc(Br)cc1 (stereo not drawn)	-12	14
CCOC(=O)c1c(C)n(C)c2ccc(OCC(O)Cn3c(C)nc4ccccc43)cc12 (stereo not drawn)	1	-23
CCOC(=O)CSc1nnc(-c2ccoc2C)n1-c1ccc(C)cc1	5	4
Cc1cc(C)nc(SCC(=O)N/N=C/c2cc(C)n(-c3ccccc3C)c2C)n1	16	3
O=C(O)/C=C1\NC(=O)c2ccccc21	-9	3
Nc1nc2ccc(-c3nc4ccccc4o3)cc2s1	-8	10
CCc1ccc(NC(=O)CSc2nnc(-c3cccs3)n2CC)cc1	-21	-4
NS(=O)(=O)c1ccc(CCNC(=O)COC(=O)CCSc2ccc(Cl)cc2)cc1	2	-4
CC1CCN(S(=O)(=O)c2cc(Cl)ccc2Br)CC1	-5	18
CCOC(=O)c1[nH]c(C)c(C(=O)Nc2cccc(Cl)c2C)c1C	-3	-9
O=c1c(N2CCOCC2)nsnc1N1CCOCC1	-6	13
CCOc1ccc(-n2nc(C(=O)N3CCN(CC)CC3)c3ccccc3c2=O)cc1	-7	15
FC(F)Sc1ccc(NC(=S)NC2CCCCC2)cc1	4	-19
Cn1c(SCc2nc3ccccc3s2)nnc1-c1ccc2c(c1)OCO2	-9	-16
CC1=CCC2C(=O)N(c3ccc(C)cc3)C(=O)C2C1 (stereo not drawn)	-3	19
CC(=O)N(CCCc1ccc(C(C)(C)C)cc1)CCCN(C)C	-6	4
